Screening data: PubChem BioAssay, National Center for Advancing Translational Sciences (NCATS)
EPAC2 ag: qHTS for Agonist of cAMP-regulated guanine nucleotide exchange factor 4 (EPAC2): primary screen. Rap guanine nucleotide exchange factor 4 (Homo sapiens), Q8WZA2. EPAC2 activation, biochemical qHTS; response scale: 100% = 6.5 mM cAMP response. Potency, µM (doses to about 154 µM), for the others: at the top dose activation, most hits filed as activators. 360,000 compounds, 0.079% hits. AID 720711, 2013; note: potency is the fitted concentration of half-maximal effect; nearly all actives have a fitted effect of over 50% in size
Target sequence (Q8WZA2 whole entry, looked up): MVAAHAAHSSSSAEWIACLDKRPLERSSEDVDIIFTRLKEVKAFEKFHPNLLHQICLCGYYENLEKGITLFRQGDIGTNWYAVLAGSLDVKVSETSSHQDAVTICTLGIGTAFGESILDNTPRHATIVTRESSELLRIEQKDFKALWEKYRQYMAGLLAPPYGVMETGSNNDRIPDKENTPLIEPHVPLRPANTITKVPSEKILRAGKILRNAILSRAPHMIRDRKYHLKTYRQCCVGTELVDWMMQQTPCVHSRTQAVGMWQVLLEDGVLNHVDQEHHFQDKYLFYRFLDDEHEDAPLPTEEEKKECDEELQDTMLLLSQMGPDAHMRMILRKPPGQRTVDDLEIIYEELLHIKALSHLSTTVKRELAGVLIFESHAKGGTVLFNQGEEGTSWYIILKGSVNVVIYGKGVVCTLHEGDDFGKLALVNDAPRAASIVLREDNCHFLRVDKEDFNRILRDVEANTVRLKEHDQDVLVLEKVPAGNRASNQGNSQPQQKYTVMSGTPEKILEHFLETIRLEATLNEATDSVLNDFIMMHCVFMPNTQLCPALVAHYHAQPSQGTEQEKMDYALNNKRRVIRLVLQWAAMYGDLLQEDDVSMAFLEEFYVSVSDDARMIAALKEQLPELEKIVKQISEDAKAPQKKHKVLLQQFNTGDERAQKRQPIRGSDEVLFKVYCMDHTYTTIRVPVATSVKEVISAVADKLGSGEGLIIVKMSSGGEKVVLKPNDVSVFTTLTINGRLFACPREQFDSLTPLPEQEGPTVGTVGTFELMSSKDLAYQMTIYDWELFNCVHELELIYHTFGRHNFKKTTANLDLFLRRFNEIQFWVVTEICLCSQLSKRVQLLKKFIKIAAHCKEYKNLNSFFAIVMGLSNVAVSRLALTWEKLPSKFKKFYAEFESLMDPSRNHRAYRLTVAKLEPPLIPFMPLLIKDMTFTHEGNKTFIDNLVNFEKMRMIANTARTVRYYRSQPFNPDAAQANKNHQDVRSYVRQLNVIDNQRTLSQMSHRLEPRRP
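EPAC2 (100 nM) mixed with Rap1B loaded with BODIPY-GDP (250 nM) plus 50 uM unlabeled GDP; compounds pinned in, 5 min RT, then read every 5 min for 30 min (ex 480, em 540 nm). Normalized to cAMP control.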
A549 viability: Nrf2 qHTS screen for inhibitors: counterscreen for cytotoxicity. A549 ARE-Fluc cells, CellTiter-Fluor viability, 18-24 h. Potency, µM (titrated, usually from 46 µM), for the others: at the top dose activity change, negative = cytotoxicity, most hits filed as inhibitors. 390,000 compounds, 0.16% hits. AID 504648, 2011; note: potency is the fitted concentration of half-maximal effect; % is set by controls: 0 for no effect and ±100 for the full control effect
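A549 ARE-Fluc cells in 5% FBS OPTI-MEM, 5000 cells/well, rested 2 h then exposed to compounds in concentration-response for 18-24 h at 37 °C. Viability by CellTiter-Fluor fluorescence (Ex 405/Em 525) after 30 min; luciferase luminescence (BugLite, 15 min, RT) read afterwards.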
IL-2 act: qHTS of IL-2 Activators | activation, % (series mostly up to about 46 µM) | 360,000 compounds, 0.065% hits | IL-2 activation reporter assay, cell-based qHTS; stimulated with anti-CD3/CD4/CD28 beads; in transgenic mouse T cells; in the data active = activation above about 50%; inconclusive = mostly about 30% to 49%; note: 0% is about no effect
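First, unstimulated transgenic mouse T cells were exposed to compound for 60 min. Next, anti-CD3/anti-CD4-coated beads with anti-CD28 were added. Finally, after 18 h at 37 degrees C, EGFP and DsRed were imaged.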
ATXN2 expr inh: Primary qHTS for Inhibitors of ATXN expression; Potency, µM (series often up to 57 µM), without a hit: at the highest dose activity change, negative = inhibition, actives largely listed as inhibitors; HEK-293 ATXN2-luciferase reporter, luminescence, 24 h; 360,000 compounds, 0.72% hits; note: potency is the fitted concentration of half-maximal effect; % is set by controls: 0 for no effect and ±100 for the full control effect; nearly all actives have a fitted effect of over 55% in size
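qHTS (up to 57 uM final) was run with 24 h compound exposure of reporter cells at 37 °C. Each well was multiplexed: SteadyGlo luminescence measured ATXN2-luciferase expression after a fluorogenic Gly-Phe-AFC viability readout (25 uM final).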
HepG2 viability: qHTS for Inhibitors of TGF-b: Cytotox Counterscreen | HepG2 CAGA-GFP viability, ATP luminescence, 18 h | 410,000 compounds, 0.76% hits | Potency, µM (titrated, usually from 46.1 µM), without a hit: at the top dose activity change, negative = cytotoxicity, actives largely listed as cytotoxic; note: potency is the fitted concentration of half-maximal effect; some results filed as inactive show a strong effect at the top dose
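CellTiter-Glo luminescence gave cytotoxicity after 18 hours at 37 degrees C. The cells were HepG2 CAGA-GFP in 1% FBS DMEM, stimulated with 500 pg/mL TGF-beta after compound addition. %Activity was normalised to no-cell wells (complete cell-killing) and DMSO (no toxicity), and curves were fitted and classified.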
Nrf2 block: Nrf2 qHTS screen for inhibitors | 360,000 compounds, 2.1% hits | A549 ARE-Fluc reporter, luciferase luminescence, 18-24 h | AID 504444, 2011 | Potency, µM (titrated, usually from 46 µM), inactives show at the highest dose activity change, negative = inhibition, actives largely listed as inhibitors; note: potency is the fitted concentration of half-maximal effect; % is set by controls: 0 for no effect and ±100 for the full control effect; nearly all actives have a fitted effect of over 60% in size
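A549 ARE_Fluc cells (5000/well, 5% FBS OPTI-MEM) pre-incubated 2 h, then treated with compounds 18-24 h at 37C/5% CO2 in concentration-response. CellTiter-Fluor viability read first; BugLite luciferase luminescence after 15 min at room temperature gives Nrf2 activity.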
TGFb inhibitor: qHTS for Inhibitors of TGF-b; HepG2 CAGA-GFP TGF-b/SMAD3 reporter, GFP fluorescence, 18 h; TGF-beta stimulated, 500 pg/mL final; Potency, µM (series often up to 46.1 µM), for inactives: top-dose activity, negative = inhibition, usual class: inhibitors; 410,000 compounds, 1.2% hits; note: potency is the fitted concentration of half-maximal effect; % is set by controls: 0 for no effect and ±100 for the full control effect; nearly all actives have a fitted effect of over 65% in size
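GFP signal (ex488/em500-530) from TGF-beta-stimulated HEPG2 CAGA-GFP cells, 500 pg/mL final, 18 h at 37 degrees C in DMEM plus 1% FBS, normalized to unstimulated and DMSO-stimulated controls.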
ATXN viability: Viability Counterscreen for Primary qHTS for Inhibitors of ATXN expression. Potency, µM (top dose mostly 56.7 µM), most hits filed as cytotoxic. AID 651635, 2014. S2 cells (HEK-293 line with an ATXN2-luciferase reporter) viability, CellTiter-Fluor protease fluorescence, 24 h. 400,000 compounds, 0.49% hits; note: potency is the fitted concentration of half-maximal effect; nearly all actives have a fitted effect of over 40% in size
Nrf2 activator: qHTS of Nrf2 Activators; AREc32 ARE-luciferase reporter (MCF7-derived line), luminescence, 24 h; Potency, µM (series often up to 46.1 µM), for the others: at the highest dose activation, usual class: activators; 410,000 compounds, 0.31% hits; note: potency is the fitted concentration of half-maximal effect; % of control where 0% means no effect; nearly all actives have a fitted effect of over 65% in size
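Nrf2 activation is followed as ARE-luciferase induction in the AREc32 line after one day of compound treatment; luminescence is read with Steady-Glo.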
Starred values were filed as active, the others as inactive; i = inactive; u = inconclusive; x = not tested or not shown; [ ] = dose if it differs, or a comment. Unless noted, calls come from the whole dose curve; as a rule, active = well fitted curve in the direction sought with a large enough effect; inconclusive = small, poorly fitted or top-dose-only effect, or another doubt; inactive = no such curve, though single readings can be large; an effect the other way counts as inactive or inconclusive.

SMILES	EPAC2 ag	A549 viability	IL-2 act	ATXN2 expr inh	HepG2 viability	Nrf2 block	TGFb inhibitor	ATXN viability	Nrf2 activator
Brc1ccc(-c2nc(N/N=C/c3cccnc3)c3ccccc3n2)cc1	1%	2%	-0.3	31%[activator]	-50%	u	-4%	i	6.9%
COc1ccc(C2/C(=C(/O)c3ccc4c(c3)CC(C)O4)C(=O)C(=O)N2CCCn2ccnc2)cc1 (centres undefined)	12%	-3%	-0.9	5%	-7%	11%	-1%	i	0.0%
CC(=O)c1ccc(OCC(=O)N(CCC2=CCCCC2)c2c(N)n(Cc3ccccc3)c(=O)[nH]c2=O)cc1	-11%	-3%	5.4	-8%	-49%	2%	0%	i	0.3%
CCc1nnc(NC(=O)CSc2ncc(-c3ccccc3)n2C)s1	0%	-13%	-0.8	26%	-24%	2%	-12%	i	0.6%
O=C(CSc1nnc(CNc2ccc(F)cc2)n1Cc1ccccc1)NCc1ccco1	-14%	-3%	-1.5	8%	-1%	22%	-13%	i	-0.1%
CC(C)NC(=O)c1sc2ncccc2c1-n1cccc1	x	4%	x	3%	9%	x	-9%	i	7.1%
CC(OC(=O)c1ccc([N+](=O)[O-])s1)C(=O)Nc1ncc(Cl)cc1Cl (centres undefined)	-8%	0%	0.0	-16%	10%	3%	u	u	0.8%[9.22 µM]
COCCCNc1nc2c(c(=O)n(Cc3ccc(OC)cc3)c(=O)n2C)n1C	4%	-5%	3.5	5%	-1%	-23%	4%	i	-0.4%
Clc1cccc(Cl)c1CO/N=C/c1c(-c2ccccc2)nc2n1CCS2	8%	-24%	-1.9	x	-10%	18µM*	u	x	0.0%
COc1ccc(OC)c(NC(=O)CNC(=O)Cn2cnc3sc(C)cc3c2=O)c1	0%	2%	-3.7	16%	6%	13%	-2%	i	-0.4%
Cc1ccc(C(=O)Nc2nc(-c3ccc([N+](=O)[O-])cc3)cs2)o1	5%	-5%	-0.1	4%	-10%	-17%	u	i	-0.2%
Cc1cccc2[nH]c3c(N4CC=C(c5ccc(F)cc5)CC4)ncnc3c12	12%	-10%	-4.1	u	-52%	21µM*	u	u	5.8%
CS(=O)(=O)c1ccc(C(=O)OCC(=O)NNC(=O)COc2ccc(Cl)cc2)cc1	-5%	-3%	-3.1	-10%	-10%	6%	0%	i	-0.3%
O=C(Cn1c(CC(=O)N2CCCC2)nc2ccccc21)NCc1ccccc1	5%	-4%	-0.3	1%	5%	x	-25%	i	-0.7%
FC(F)(F)c1ccc(Oc2ccc(Cl)cc2Br)nc1	0%	-1%	0.5	35%	4%	5%	-18%	i	3.1%
CCn1c(SCc2nnc(-c3ccccc3)o2)nnc1-c1ccc(S(=O)(=O)N2CCCC2)cc1	4%	-6%	-3.1	-4%	-24%	1%	-26%	i	0.2%
O=C(Nc1nnc(C2CC2)s1)c1cc(S(=O)(=O)N2CCCCC2)ccc1N1CCOCC1	13%	1%	0.7	x	-4%	-13%	5%	i	-0.2%
CC1CN(Cc2c(O)ccc3c(=O)c(-c4ccccc4)coc23)CC(C)O1 (centres undefined)	1%	9%	-1.5	-33%	0%	2%	-22%	i	3.3%
CC(=O)c1ccc(NS(=O)(=O)c2ccc(N)cc2)cc1	6%	-3%	0.2	32%	0%	2%	31%[activator]	i	6.8%
O=c1cc(CSc2ccc(Cl)cc2)nc(-c2ccccc2)[nH]1	1%	1%	1.4	-14%	-20%	3%	-18%	i	0.3%

One compound at a time, as listed above:
`CS(=O)(=O)c1ccc(C(=O)OCC(=O)NNC(=O)COc2ccc(Cl)cc2)cc1` in the list: EPAC2 ag = -5%; A549 viability = -3%; IL-2 act = -3.1; ATXN2 expr inh = -10%; HepG2 viability = -10%; Nrf2 block = 6%; TGFb inhibitor = 0%; ATXN viability = i; Nrf2 activator = -0.3%
`Clc1cccc(Cl)c1CO/N=C/c1c(-c2ccccc2)nc2n1CCS2` in the list: EPAC2 ag = 8%; A549 viability = -24%; IL-2 act = -1.9; ATXN2 expr inh = x; HepG2 viability = -10%; Nrf2 block = 18µM*; TGFb inhibitor = u; ATXN viability = x; Nrf2 activator = 0.0%
`O=C(Nc1nnc(C2CC2)s1)c1cc(S(=O)(=O)N2CCCCC2)ccc1N1CCOCC1` in the list: EPAC2 ag = 13%; A549 viability = 1%; IL-2 act = 0.7; ATXN2 expr inh = x; HepG2 viability = -4%; Nrf2 block = -13%; TGFb inhibitor = 5%; ATXN viability = i; Nrf2 activator = -0.2%

(list continues)
SMILES	EPAC2 ag	A549 viability	IL-2 act	ATXN2 expr inh	HepG2 viability	Nrf2 block	TGFb inhibitor	ATXN viability	Nrf2 activator
O=C(O)COc1ccc(Br)cc1/C=N\Nc1ccccn1	1%	-4%	-0.3	-14%	-1%	10%	-1%	i	-0.4%
COc1ccc(/C(C)=N/NC(=O)c2nnn(-c3nonc3N)c2-c2cccs2)cc1	10%	3%	-1.1	6%	-6%	-4%	-8%	i	0.3%
CCOc1ccc2nc(NC(=O)COC)sc2c1	-5%	8%	-0.8	24%	-6%	u	u	i	-0.7%
CC(C)c1c(C(=O)N/N=C/c2ccccc2C(=O)O)nnn1-c1nonc1N	14%	2%	-2.9	-12%	1%	10%	1%	i	0.2%
CCN(CC(=O)NCc1ccc(F)cc1)C(=O)Cc1c(F)cccc1Cl	4%	8%	0.5	7%	2%	-3%	-3%	i	0.2%
COc1ccc(NC(=O)C(C)N(C)Cc2ccc3ccccc3c2)cc1 (centres undefined)	21%	-8%	-0.3	-31%	-37%	u	-20%	i	3.8%
O=C(CCNC(=O)c1ccc(Br)cc1)NNC(=O)COc1ccccc1F	22%	0%	-5.9	4%	0%	6%	1%	u	1.9%
Cc1ccc(S(=O)(=O)n2c([N+](=O)[O-])cnc2C)cc1C	11%	5%	11	-32%	-4%	-12%	-7%	i	0.6%
Cc1cccc(CCNC(=O)C2CCN(c3nc4ccccc4nc3C(F)(F)F)CC2)c1	x	4%	x	-7%	0%	0%	-24%	i	0.3%
O=C(Nc1nnc(-c2ccc(F)cc2)o1)c1ccc(S(=O)(=O)N2CCOCC2)cc1	-1%	-19%	-2.9	u	-38%	9.2µM*	-3%	i	1.7%
COCC(C)NC(=O)Cc1ccc(F)cc1 (centres undefined)	-3%	-3%	-0.9	1%	9%	16%	9%	i	-0.1%
CN(C)CCCNC(=O)CCc1ncc(C(F)(F)F)cc1Cl	15%	2%	-2.8	-2%	-7%	-6%	5%	i	0.3%
C=CCNC(=S)Nc1ccc(C)c(S(=O)(=O)N2CCCCC2)c1	9%	1%	0.2	-2%	1%	-7%	10%	x	0.3%
CC1=C(C(=O)N2CCCCC2)C2(CCC(C)CC2)OC1=O (centres undefined)	-2%	25%	-1.6	6%	-1%	-20%	-4%	i	0.1%
O=C(Nc1ccccc1C(=O)NCc1cccnc1)c1ccc(Cl)cc1Cl	6%	32%	-2.3	-4%	-1%	42%	-1%	i	2.1%
CC(C)(C)c1ccc(OCCOCCn2c(-c3ccc(Cl)cc3)nc3ccccc3c2=O)cc1	x	25%	x	17%	-8%	5%	1%	i	6.0%
COc1ccc(-c2nc(-c3ccccc3)c(-c3cc([N+](=O)[O-])ccc3C)[nH]2)cc1O	13%	-22%	-0.3	3%	-1%	1%	u	u	3.7%
CC(=O)NCCn1ccc2ccccc21	2%	15%	0.5	0%	-12%	x	-8%	i	0.2%
COc1cc(Br)c(C(C)NC(=O)c2cccc(Br)c2)cc1OC (centres undefined)	24%	-1%	-0.5	-26%	-23%	x	1%	i	0.0%
Cc1cc2c(cc1C)C(c1ccccc1OC(C)C)CC(=O)N2 (centres undefined)	6%	u	-3.4	-16%	-48%	u	u	i	0.0%[9.22 µM]
O=S1(=O)CC(N2CCCCC2)CN1CCc1ccccc1 (centres undefined)	7%	x	0.1	7%	-3%	x	1%	i	0.0%
CCNc1nc(NC#N)nc(SCC(=O)OCC)n1	-11%	-6%	-0.2	1%	-1%	7%	8%	i	0.2%
COc1ccc(C2C(C(=O)NCCN3CCOCC3)c3ccccc3C(=O)N2C)cc1OC (centres undefined)	9%	1%	-2.5	1%	3%	-7%	-7%	i	-0.3%
C=CCn1c(=O)/c(=C/c2ccc(Cl)cc2)s/c1=C(\C#N)c1nnc2n1CCCCC2	3%	-14%	-3.9	u	-38%	1%	0%	u	-0.9%
COCCCn1c(=O)c2ccccc2n(Cc2ccccc2)c1=O	3%	10%	0.7	-10%	-4%	11%	-2%	i	-0.8%
O=C(NCc1cccs1)C1CCCN(C(=O)Nc2ccccc2)C1 (centres undefined)	4%	-3%	0.3	-35%	2%	15%	-8%	i	0.7%
COc1ccc(CCNC(=O)CN2CCC(C)CC2)cc1OC	8%	7%	0.6	-5%	-26%	1%	2%	i	0.2%
Cc1nc(-c2cccc(N)c2)cs1	7%	5%	2.3	2%	-1%	0%	-6%	i	-0.2%
O=C(c1cc2ccccc2cc1O)N1CCN(c2ccccc2O)CC1	10%	1%	1.1	-21%	-20%	4%	u	i	2.9%
COc1cccc(C(=O)N2CCN(Cc3ccccn3)CC2)c1	8%	-1%	-1.6	-9%	12%	3%	-5%	i	0.0%
CN(Cc1ccccc1)C(=O)c1ccc(NC(=O)Cc2ccc(NC(=O)C3CCCN(C(=O)C4CC4)C3)cc2)cc1 (centres undefined)	-5%	-2%	0.8	0%	-13%	-3%	-8%	i	1.1%
CC1CCN(S(=O)(=O)c2ccc3c(c2)N(CC(=O)N2CCN(c4ccc(Cl)cc4)CC2)C(=O)CO3)CC1	x	-12%	x	-8%	-1%	0%	9%	u	-0.1%
